Screens deposited in PubChem BioAssay by several laboratories.
CHOP inhibitor: CHOP inhibition in unfolded protein response; inhibition, % at 10 µM; actives 3.8% (n = 220,000); CHO-K1 CHOP-promoter luciferase, tunicamycin-induced, 15-18 h;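 active = compounds that reduced the stress-induced luciferase reporter signal by more than about 70% of percent inhibition, limit read from the data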;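 also: 0% = tunicamycin plus vehicle and 100% = wells without tunicamycin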
Runt-SMMHC FRET: Runt domain-CBFb-SMMHC interaction inhibition. Cerulean-Runt/Venus-CBFb-SMMHC FRET ratio 530/480, 1 h. inhibition, % at 20 µM. actives 0.74% (n = 220,000). AID 1434;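 active = mean inhibition across duplicate retests at 20 µM reaching about 50%, limit read from the data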;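 also: 0% = DMSO wells and 100% = wells with excess untagged CBFb-SMMHC; inhibitors lower the FRET ratio by blocking Runt binding to CBFb-SMMHC; some results filed as inactive read as strong as hits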
TRPN1 ag: zebrafish TRPN1 (NompC) channel agonism; actives 0.18% (n = 220,000); HEK293 zebrafish TRPN1-YFP, Fluo-8 calcium fluorescence; 100% = response to 87 µM carbachol; activation, % at 3 µM;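 active = activation above its plate's cutoff, the mean activation of test wells on that plate plus 3 SD, cut at about 19% in these data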;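 also: 0% = DMSO alone and 100% = 87 µM carbachol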
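Material – zebrafish TRPN1-YFP in HEK293 cells · Doses – 3 µM single point · Schedule – dye 1 h 37 °C plus 30 min RT · Signal – Fluo-8 calcium fluorescence, excitation 470-495 nm, emission 515-575 nm · Read-out – % activation versus carbachol response · Control set – carbachol high, DMSO low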
p47phox inh: p47phox (human) inhibition; AID 1274; actives 0.53% (n = 220,000); inhibition, % at 24.7 µM; p47phox/p22phox peptide binding, fluorescence polarization, 2 h; P14598;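 active = inhibition above about 30%, limit read from the data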;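 also: 0% = p47phox with labelled peptide and 100% = labelled peptide alone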
MDM2 E3 inh: blocks human Mdm2 ubiquitin ligase activity. Q00987. cell-based MDM2 ubiquitination luciferase reporter, 2 h; 0 = plate control, 100 = twice control, blank-subtracted. signal enhancement, % at 5 µM. actives 0.11% (n = 210,000). AID 1230;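 active = signal enhancement of 30% or more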;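 also: luminescence tracks abundance of the self-degrading MDM2-luciferase fusion protein; higher signal means inhibition of MDM2 E3 ligase activity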
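Assay system: stable mammalian line carrying autodegrading MDM2–luciferase fusion reporter; Input: 2000 cells in each well; Compound dosing: single-point 5 µM; Schedule: 2 h compound exposure at 37 °C; Signal: SteadyLite luciferase luminescence after 15 min room-temperature reagent incubation; Evaluation: % luminescence enhancement versus blank-corrected plate control mean; Benchmarks: plate controls and plate blanks.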
EBV gp42 inh: inhibitors of Epstein-Barr virus glycoprotein 42 | Fluorescence polarization binding assay, mP read-out | inhibition, % (tested at 21.74 µM) | AID 1085 | actives 0.42% (n = 220,000); in the data active = inhibition above about 50%
Target sequence (Q1HVG2 whole entry, looked up): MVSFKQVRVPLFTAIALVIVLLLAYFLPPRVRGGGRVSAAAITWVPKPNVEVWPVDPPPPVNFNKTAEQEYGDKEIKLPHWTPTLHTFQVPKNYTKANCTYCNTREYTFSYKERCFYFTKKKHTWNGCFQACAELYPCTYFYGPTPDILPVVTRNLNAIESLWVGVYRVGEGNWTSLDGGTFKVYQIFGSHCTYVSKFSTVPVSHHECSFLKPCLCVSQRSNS
TNF death inh: blocks TNF-alpha induced death of Jurkat FADD-/- cells. activation (protection from cell death), % at 10 µM. Jurkat FADD-/- TNF necroptosis rescue, ATP luminescence, 24 h; 0 = TNF only, 100 = no-TNF cells. actives 0.068% (n = 220,000);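 active = activation, meaning protection from cell death, of at least 50% relative to plate controls; inactive = activation below 50%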;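 also: necroptosis triggered by 40 ng/mL TNF-alpha added together with compound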
TRPML3 agonist: activates the human TRPML3 channel; actives 0.29% (n = 220,000); HEK293 TRPML3-YFP, Fluo-8 calcium fluorescence; 100% = the carbachol control signal; Q8TDD5; activation, % at 3 µM;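 active = activation above its plate's cutoff, the mean activation of the plate's test wells plus 3 SD, cut at about 12% in these data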;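 also: 0% = DMSO only wells and 100% = carbachol wells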
Target sequence (Q8TDD5 whole entry, looked up): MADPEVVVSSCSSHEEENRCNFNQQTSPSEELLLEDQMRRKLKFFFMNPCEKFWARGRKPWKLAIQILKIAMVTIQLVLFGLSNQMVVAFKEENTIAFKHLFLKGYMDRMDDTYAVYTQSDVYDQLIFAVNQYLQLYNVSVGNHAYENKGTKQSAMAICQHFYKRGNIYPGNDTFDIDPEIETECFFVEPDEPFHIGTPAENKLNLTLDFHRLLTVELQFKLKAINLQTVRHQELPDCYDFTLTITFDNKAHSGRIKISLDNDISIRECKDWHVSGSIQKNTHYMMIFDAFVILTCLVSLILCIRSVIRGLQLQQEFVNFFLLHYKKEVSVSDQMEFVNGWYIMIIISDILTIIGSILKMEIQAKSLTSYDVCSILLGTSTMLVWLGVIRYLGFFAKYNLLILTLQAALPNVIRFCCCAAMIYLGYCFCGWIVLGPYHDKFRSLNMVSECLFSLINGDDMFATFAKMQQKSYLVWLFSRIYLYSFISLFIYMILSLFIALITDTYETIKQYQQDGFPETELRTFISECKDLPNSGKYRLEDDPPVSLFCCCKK
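system = HEK293 cells stably carrying human TRPML3-YFP | doses = one concentration, 3 µM nominal, 0.3% DMSO | timing = dye loading 1 h 37 °C then 30 min ambient, 125 s read | detection = Fluo-8 calcium dye fluorescence, ex 470-495, em 515-575 nm | benchmarks = high control carbachol 87 µM, low control DMSO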
PPC-1+TRAIL kill: kills PPC-1 cancer cells in the presence of TRAIL; PPC-1 cells + TRAIL, ATPLite viability luminescence; cell killing (% activity), % at 4 µM; actives 0.41% (n = 220,000);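 active = cell killing above 50% in the first pass at 4 µM, then a duplicate retest at 5 µM averaging 50% or more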;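 also: plate controls were cells with TRAIL plus DMSO for no effect and medium-only wells lacking cells for full effect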
Active calls of the source: *; . = no result given; [ ] = another dose, or the depositor's remark.

1) CC(C)NC(=O)c1ccccc1NC(=O)Cc1ccc([N+](=O)[O-])cc1
2) CCOC(=O)N/N=C/c1c[nH]c2ccccc12
3) Cc1cc(Oc2ccc([N+](=O)[O-])cc2)nc(N2CCOCC2)n1
4) COC(=O)c1cnc(NNS(=O)(=O)c2ccc(Cl)cc2)nc1C(F)(F)F
5) CN(C)c1ccc(NC(=O)c2ccc([N+](=O)[O-])cc2Cl)cc1
entry no.	1	2	3	4	5
CHOP inhibitor	8	47	16	-13	3
Runt-SMMHC FRET	-1	-1	0	0	1
TRPN1 ag	-0.4	0.2	-0.5	0.3	1.0
p47phox inh	-8	-13	-10	-1	1
MDM2 E3 inh	-14	-19	-5	-13	-13
EBV gp42 inh	-13	-12	-5	-11	1
TNF death inh	0.2	-0.7	0.4	1.0	1.7
TRPML3 agonist	0.7	-0.2	0.2	0.5	1.3
PPC-1+TRAIL kill	7	14	4	2	20

6) CCc1cccc(CC)c1NC(=S)/C(=C(\[O-])c1ccc(Cl)s1)[n+]1ccccc1
7) Cc1ccccc1OCCNc1ccc(C(F)(F)F)cc1[N+](=O)[O-]
8) COc1cccc(-c2nn(-c3ccccc3)cc2CN(C)Cc2ccno2)c1
9) O=[N+]([O-])c1cc2oc3c(c2c(C=NCc2ccncc2)c1O)CCCC3
10) COc1ccc(C2=NOC(C(=O)NC3CCCCC3)C2)cc1OC (centres undefined)
entry no.	6	7	8	9	10
CHOP inhibitor	0	30	0	20	30
Runt-SMMHC FRET	-3	-11	-2	-11	-2
TRPN1 ag	0.4	1.6	0.6	-0.9	-0.1
p47phox inh	-11	10	7	6	8
MDM2 E3 inh	-6	-6	-21	15	-30
EBV gp42 inh	-12	5	9	13	-1
TNF death inh	-0.3	-1.8	1.3	-0.4	1.5
TRPML3 agonist	1.0	0.7	0.4	0.6	0.6
PPC-1+TRAIL kill	13	21	1	0	-2

Structural class: those above containing a Cl atom (3)
4) COC(=O)c1cnc(NNS(=O)(=O)c2ccc(Cl)cc2)nc1C(F)(F)F
5) CN(C)c1ccc(NC(=O)c2ccc([N+](=O)[O-])cc2Cl)cc1
6) CCc1cccc(CC)c1NC(=S)/C(=C(\[O-])c1ccc(Cl)s1)[n+]1ccccc1
entry no.	4	5	6
CHOP inhibitor	-13	3	0
Runt-SMMHC FRET	0	1	-3
TRPN1 ag	0.3	1.0	0.4
p47phox inh	-1	1	-11
MDM2 E3 inh	-13	-13	-6
EBV gp42 inh	-11	1	-12
TNF death inh	1.0	1.7	-0.3
TRPML3 agonist	0.5	1.3	1.0
PPC-1+TRAIL kill	2	20	13

Remaining list, next part:
11) C(=C\CSc1ncn[nH]1)/CSc1ncn[nH]1
12) CCC(=O)N1c2ccc(S(=O)(=O)CCC(=O)NCc3cccs3)cc2CC1C (centres undefined)
13) C=CCNc1nc(-c2ccc([N+](=O)[O-])cc2)cs1
14) Cc1cccn2c(=O)c3cc(C#N)c(=O)n(-c4c(C)n(C)n(-c5ccccc5)c4=O)c3nc12
15) N#CC1=C(c2ccccc2)/C(=C/c2ccccc2)OC1=O
entry no.	11	12	13	14	15
CHOP inhibitor	38	-41	-34	4	108*
Runt-SMMHC FRET	-3	-1	-4	49	-2
TRPN1 ag	-0.7	-0.9	-1.2	-1.1	2.2
p47phox inh	-4	0	-2	-12	-2
MDM2 E3 inh	-19	-12	-13	-3	3
EBV gp42 inh	-3	-14	4	-11	-24
TNF death inh	-0.7	-8.6	-1.4	0.9	-11
TRPML3 agonist	0.4	-0.2	-0.6	0.7	0.7
PPC-1+TRAIL kill	17	16	33	-2	-6

Given as labelled records: entries from further up.
14) Cc1cccn2c(=O)c3cc(C#N)c(=O)n(-c4c(C)n(C)n(-c5ccccc5)c4=O)c3nc12
- CHOP inhibitor = 4
- Runt-SMMHC FRET = 49
- TRPN1 ag = -1.1
- p47phox inh = -12
- MDM2 E3 inh = -3
- EBV gp42 inh = -11
- TNF death inh = 0.9
- TRPML3 agonist = 0.7
- PPC-1+TRAIL kill = -2

15) N#CC1=C(c2ccccc2)/C(=C/c2ccccc2)OC1=O
- CHOP inhibitor = 108*
- Runt-SMMHC FRET = -2
- TRPN1 ag = 2.2
- p47phox inh = -2
- MDM2 E3 inh = 3
- EBV gp42 inh = -24
- TNF death inh = -11
- TRPML3 agonist = 0.7
- PPC-1+TRAIL kill = -6

The results go on:
16) CCc1ccccc1N1CC(C(=O)O)CC1=O (centres undefined)
17) Cn1c(SCC(=O)c2ccc(F)cc2)nc2cccnc21
18) O=C(Cn1nnc(-c2ccccc2NC(=O)C2CC2)n1)NC1CCCCC1
19) Cc1ccc2cc(CN(C(=O)c3ccco3)c3cccc(C)c3C)c(=O)[nH]c2c1
20) S=c1[nH]nc(CN2CCCCC2)n1-c1ccc(Cl)cc1
entry no.	16	17	18	19	20
CHOP inhibitor	-3	51	4	7	18
Runt-SMMHC FRET	-1	1	1	18	12
TRPN1 ag	1.8	0.6	0.9	2.0	2.7
p47phox inh	-12	-14	-10	-17	3
MDM2 E3 inh	-14	-15	0	-13	0
EBV gp42 inh	-11	-11	0	-5	-2
TNF death inh	-1.2	0.0	-0.4	-3.2	1.2
TRPML3 agonist	1.0	0.6	0.6	0.0	1.7
PPC-1+TRAIL kill	11	12	11	-8	-1

21) COc1cc(OC)c2ccc(=O)oc2c1C(CCN1CCCC(C)C1)c1ccc2c(c1)OCO2 (centres undefined)
22) Cc1nn(-c2ccccc2)c2nc(-c3ccncc3)cc(C(=O)NCc3ccco3)c12
23) O=C(NCc1ccc(F)cc1)C1CCC(CNc2c(N3CCCCC3)c(=O)c2=O)CC1 (centres undefined)
24) CCN(CC)S(=O)(=O)c1cccc(-c2nnc(SCCCC(=O)c3ccccc3)o2)c1
25) COc1ccc(C)cc1NC(=O)c1ccc2c(c1)OCO2
entry no.	21	22	23	24	25
CHOP inhibitor	16	72*	4	29	-12
Runt-SMMHC FRET	0	7	-2	-6	4
TRPN1 ag	.	0.2	1.2	0.7	-1.6
p47phox inh	-9	-23	-13	-11	10
MDM2 E3 inh	-1	-18	4	13	-2
EBV gp42 inh	-11	-8	-8	-10	-6
TNF death inh	-0.9	-2.8	4.4	-6.3	-2.9
TRPML3 agonist	.	0.8	0.4	0.1	0.1
PPC-1+TRAIL kill	4	30	-11	3	29

26) COc1ccc(NC(=O)CCSCCC(=O)Nc2ccc(OC)cc2OC)c(OC)c1
27) Cn1nc(C(F)(F)F)c2cc(C(=O)Nc3ccc(Cl)cc3)sc21
28) CC(NC(=O)CC12CC3CC(CC(C3)C1)C2)C(=O)O (centres undefined)
29) CC(CNC(=O)c1ccc(-c2ccccc2)cc1)CN(C)C (centres undefined)
30) COc1ccc(CN(C(=O)c2ccccc2OC)C2CCS(=O)(=O)C2)cc1 (centres undefined)
entry no.	26	27	28	29	30
CHOP inhibitor	-15	64	5	10	10
Runt-SMMHC FRET	-1	1	1	-3	-1
TRPN1 ag	-0.4	1.3	2.8	-1.2	0.0
p47phox inh	9	-9	-3	-18	-12
MDM2 E3 inh	1	-22	-22	13	-8
EBV gp42 inh	4	-23	-6	-28	-8
TNF death inh	1.2	-3.1	0.4	0.9	-0.3
TRPML3 agonist	0.1	0.2	1.0	0.2	-0.6
PPC-1+TRAIL kill	-10	0	8	12	5

31) Cn1c(C(=O)N2CCN(Cc3ccccc3)CC2)cc2c(=O)n(C)c3ccccc3c21
32) c1ccc2c(c1)COC(CNC1CCCCC1)OC2
33) Cc1nc(CS(=O)(=O)c2ccccn2)sc1C(=O)NNC(=O)c1ccc(Cl)cc1
34) CCCS(=O)(=O)C(=C1NCCO1)S(=O)(=O)CCC
35) CC(C)CC1NC(=O)N(CC(=O)NC2CCCc3ccccc32)C1=O (centres undefined)
entry no.	31	32	33	34	35
CHOP inhibitor	34	9	1	14	-4
Runt-SMMHC FRET	-1	4	-3	5	-4
TRPN1 ag	0.2	1.6	0.8	-0.2	0.7
p47phox inh	-11	-1	-2	-5	-6
MDM2 E3 inh	-11	-7	-5	-16	-4
EBV gp42 inh	-11	-23	-20	-8	-11
TNF death inh	-0.5	1.9	5.5	0.5	-1.0
TRPML3 agonist	-0.2	1.0	0.3	0.1	0.9
PPC-1+TRAIL kill	6	7	-4	8	-1

36) CCC(=O)NCCCOc1ccccc1
37) NNC(=O)CNC(c1ccccc1)c1cc(Br)ccc1N (centres undefined)
38) CCCCC(=O)NNC(=S)NC(=O)C(c1ccccc1)c1ccccc1
39) C=CCOc1ccc(CNc2ccc(NC(=O)CC(C)C)cc2)cc1OC
40) O=S1(=O)CCC(N2CCOCC2)C1 (centres undefined)
entry no.	36	37	38	39	40
CHOP inhibitor	-15	-2	33	18	-21
Runt-SMMHC FRET	0	0	5	4	0
TRPN1 ag	1.6	1.9	85*	1.3	0.1
p47phox inh	-10	-11	-17	-14	-9
MDM2 E3 inh	-20	-56	-1	-11	-13
EBV gp42 inh	-11	-10	-10	-1	-16
TNF death inh	0.2	-0.9	2.6	1.1	1.8
TRPML3 agonist	0.7	-0.8	74*	0.4	0.8
PPC-1+TRAIL kill	18	12	13	-8	-8

41) S=C(NCCc1ccccc1)NC1CCC(NC(=S)NCCc2ccccc2)CC1 (centres undefined)
42) CCOC(=O)c1cc2n(c1N)-c1ccccc1C2=O
43) C=CCNC(=O)Nc1ccc(F)c(Cl)c1
44) O=C(Cc1cccc2ccccc12)NC(=S)Nc1cccc(C(=O)O)c1
45) COc1ccc(NC(=O)CCN2CC(C)OC(C)C2)c(OC)c1 (centres undefined)
entry no.	41	42	43	44	45
CHOP inhibitor	28	-3	2	1	1
Runt-SMMHC FRET	-29	2	-2	2	1
TRPN1 ag	0.9	-0.1	2.8	-0.2	1.4
p47phox inh	-1	10	-6	5	-2
MDM2 E3 inh	-6	-4	-6	-7	.
EBV gp42 inh	-25	157*	-13	2	-6
TNF death inh	1.6	-0.7	0.8	0.0	-1.7
TRPML3 agonist	0.1	1.0	2.0	0.0	0.5
PPC-1+TRAIL kill	18	16	3	-9	13

46) Cc1ccn2cc(CNC(=O)c3cccs3)nc2c1
47) CCC(CC)C(=O)Nc1ccc([N+](=O)[O-])cn1
48) O=C(CSc1ncc(-c2ccccc2)n1-c1ccccc1)NCc1ccco1
49) CCN1C=CC(=C2C(=O)c3ccccc3C2=O)C=C1
50) COC(=O)c1sccc1NC(=O)CC1C(=O)NCCN1C(=O)Nc1ccc(C(F)(F)F)cc1 (centres undefined)
entry no.	46	47	48	49	50
CHOP inhibitor	-37	3	29	100*	7
Runt-SMMHC FRET	1	1	-1	-9	-1
TRPN1 ag	0.6	0.5	-3.2	-0.8	0.9
p47phox inh	-2	5	-3	-13	-14
MDM2 E3 inh	-10	-5	7	-97	-2
EBV gp42 inh	10	4	4	-17	-22
TNF death inh	0.8	3.1	0.1	-2.5	0.8
TRPML3 agonist	-0.1	0.6	-1.4	0.3	0.8
PPC-1+TRAIL kill	20	12	10	96*[5 µM]	3
